Ins promoter up: MIN6 insulin promoter up-regulation. MIN6 insulin promoter-GFP reporter, high-content imaging; stronger effect = higher value. z-score at 5 µM. AID 1625. 190,000 tested, 0.3% active;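 active means z-score above 3 at 5 µM with at least 500 cells counted in the well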
Dynein transport: dynein cargo transport inhibition; 3617.4 mouse cells, GR-EGFP nuclear translocation imaging; test concentration mostly 20 µM; stimulated with dexamethasone, 1 µM; stronger effect = lower value; z-score, hits read low; 220,000 tested, 0.47% active;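 active means plate z-score of nuclear minus cytoplasmic receptor signal below a set negative limit, without overly bright fluorescence or cell loss, cut at about -3.5 in these data, passing the limit was not always enough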;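 further: z-score of nuclear minus cytoplasmic ring GR-EGFP intensity difference per well; some compounds called inactive have numbers as strong as hits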
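Buffer or medium – tet-free medium with charcoal-stripped serum · Signal – automated 10x imaging of fixed Hoechst-stained cells · Also added – dexamethasone agonist, 1.0 µM final, for 30 min · Incubation – induction 48 h, compound 1 h, agonist 30 min · Read-out – GR-EGFP nuclear translocation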
M1AAP inhibition: malaria alanyl aminopeptidase activity blockers – biochemical, fluorogenic H-Leu-NHMec substrate, 1536-well (AID 1445) | recombinant M1AAP, H-Leu-NHMec fluorogenic kinetic assay; higher % means a stronger effect | one-dose inhibition, % at 30 µM; IC50 in µM for titrated hits | 220,000 tested, 0.42% active;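 active means primary inhibition above the hit cutoff, then over 50% inhibition at one or more dose response concentrations, cut at about 23% in these data, passing the limit was not always enough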;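 further: plate controls were DMSO full reaction for no effect and no enzyme background for full effect; strong numbers were not always called active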
M17LAP inhibition: P. falciparum M17LAP inhibitors, primary screen, biochemical, fluorogenic H-Leu-NHMec substrate, 1536-well (AID 1619); one-dose inhibition, % at 30 µM; IC50 in µM for titrated hits; 220,000 tested, 0.38% active; recombinant M17LAP, H-Leu-NHMec fluorogenic kinetic assay; higher % means a stronger effect;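 active means compound inhibiting the enzyme by more than half at any dose during confirmatory dose-response retesting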;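 further: plate controls were full reaction with DMSO carrier for no effect and no enzyme background for full effect; strong numbers were not always called active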
MT stabilize HCS: stabilizes microtubules in HeLa cells; HeLa tubulin immunostaining HCS, 24 h; share of cells brighter than vehicle mean+2SD; % tubulin-high responders, % at 10 µM; 200,000 tested, 0.83% active; AID 2205;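 active means plate Z-score above 3 for both tubulin-high and condensed-nucleus cell shares, with cell loss under 80%, at 10 µM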;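 further: anti alpha tubulin signal scored within the nucleus-defined area of each cell; some results filed as inactive read as strong as hits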
ER stress rescue: protection against thapsigargin-triggered cell killing – 384-well, CSM14.1, ATP luminescence, primary screen (AID 1222); CSM14.1 thapsigargin-induced death rescue, ATP luminescence; higher % means a stronger effect; cellular ATP content (survival), % at 20 µM; hits with a dose series show EC50 in µM; 190,000 tested, under 10 active;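 active means EC50 below 50 µM in the dose-response confirmation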;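 further: death triggered by thapsigargin at about 15 µM added after 2 h compound pretreatment; cell ATP read after overnight thapsigargin exposure of roughly 18 to 22 hours; normalized against plate controls of thapsigargin alone and 5% DMSO vehicle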
Autophagy mod: alters autophagy in cells | MEF GFP-LC3 puncta imaging; test concentration mostly 10 µM | calls only at 10 µM (by protocol) | 190,000 tested, 0.98% active;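 active means percentage of spot-positive cells more than 3 SD above its plate mean, without a fluorescence outlier flag or 80% toxicity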;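 further: spot-positive cell cutoff set from DMSO-treated cells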
Yfh1-off respiration: mitochondrial function rescue without frataxin homolog – Friedreich's ataxia, plus single-dose screen, dose response (AID 1465). S. cerevisiae Yfh1-off respiration, WST-1 reduction, 72 h; higher fold induction means a stronger effect. fold induction at 50 µM; hits with a dose series show EC50 in µM. 220,000 tested, 0.074% active;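 active means fold induction of absorbance versus untreated yeast above a set limit, then at least 30% activation at any dose in follow-up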;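 further: activators that raise dye reduction in frataxin-depleted yeast; strong numbers were not always called active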
Lipid droplet: modulators of hepatic lipid droplet formation | AID 1656 | AML12 mouse hepatocytes, oleate lipid droplets, BODIPY imaging | inhibition, % at 6.5 µM | 240,000 tested, 0.4% active;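 active means lipid droplet intensity inhibited by at least 50%, with more than 500 cells counted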
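Test system: AML12 mouse liver cells; schedule: overnight exposure; technique: high-content imaging of BODIPY-stained droplets and DAPI nuclei; read-out: % inhibition of corrected integrated BODIPY droplet signal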
Dynein transport cytoplasmic EGFP: second read-out of Dynein transport, no call of its own (marks repeat the call); z-score; measured here: cytoplasmic GR-EGFP intensity; stronger effect = higher value
Dynein transport nuclear GR-EGFP: further read-out of Dynein transport, marked with its call; z-score; measured here: nuclear GR-EGFP intensity;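 lower value marks the stronger effect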
Dynein transport cell count: also measured in Dynein transport; calls as there; z-score; measured here: cell count per field
Ins promoter up cell count: recorded beside Ins promoter up, whose call it bears; cell count; measured here: cytotoxicity, nuclei count;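 total cells summed across four imaged fields per well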
Lipid droplet cells 6.5 µM: second read-out of Lipid droplet, no call of its own (marks repeat the call); cell count; measured here: cell count, cytotoxicity flag;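 cells counted across two imaged fields per well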
MT stabilize HCS Hoechst-high %: also measured in MT stabilize HCS; calls as there; % Hoechst-high responders; measured here: nuclear condensation Hoechst responders;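 share of cells brighter than vehicle mean plus two SD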
MT stabilize HCS cytotoxicity %: second read-out of MT stabilize HCS, no call of its own (marks repeat the call); toxicity, %; measured here: cytotoxicity by cell density;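 0% = mean cell density of plate MIN control wells and 100% = no cells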
Autophagy mod cell loss 18 h: recorded beside Autophagy mod, whose call it bears; toxicity, %; measured here: cell loss, nuclei count;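 cell loss after 18 h compound exposure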
* = called active by the depositor; i = inactive; · = no result given.

SMILES	Ins promoter up	Ins promoter up cell count	Dynein transport	Dynein transport cytoplasmic EGFP	Dynein transport nuclear GR-EGFP	Dynein transport cell count	M1AAP inhibition	M17LAP inhibition	MT stabilize HCS	MT stabilize HCS Hoechst-high %	MT stabilize HCS cytotoxicity %	ER stress rescue	Autophagy mod	Autophagy mod cell loss 18 h	Yfh1-off respiration	Lipid droplet	Lipid droplet cells 6.5 µM
COC(=O)c1ccc(CS(=O)(=O)c2ccc(C)cc2)cc1	·	·	0.98	-0.27	0.95	-0.7	4%	3%	1.2	1.0	0.1	-0.2%	i	-14	i	-2	777
COC(CN1CCc2c(C)nc3c(C#N)cnn3c21)OC	-0.76	1365	0.78	-0.36	0.68	-0.12	6%	-10%	2.9	2.8	5.9	-0.4%	i	37	i	15	692
COC(=O)c1ccc(COc2ccccc2/C=C(\C#N)C(=O)Nc2ccccc2C)cc1	0.01	1512	-0.73	-0.14	-0.29	1.8	-10%	-6%	4.1	2.7	5.7	13%	i	1	i	2	592
COc1cccc2c1OC[C@@H](CO)[C@H]2N(C)C(=O)Nc1ccc(Cl)cc1	·	·	·	·	·	·	6%	-6%	1.1	1.5	6.8	-3.2%	i	-5	i	·	·
COc1nccnc1NS(=O)(=O)c1ccc(N=Cc2c(C)[nH]n(-c3ccccc3)c2=O)cc1	0.27	1290	-0.13	-0.26	0.046	-0.26	14%	35µM*	2.6	2.2	2.4	-2.3%	i	7	i	2	635
O=C(NCCCN1CCOCC1)C(=O)N/N=C/c1ccccc1	0.65	1319	-0.31	-0.25	-0.16	1.1	2%	0%	1.9	1.9	3.8	-1.2%	i	14	i	6	583
Cc1ccc(NC(=O)c2ccco2)cc1C	1.1	1410	0.24	-0.11	0.38	-0.43	1%	17%	4.5	3.0	10	-3.9%	i	6	i	·	·
CN(C)CCCC(C)(O)C(C)(C)c1ccccc1 (centres undefined)	0.12	1123	-0.54	-0.28	-0.54	0.63	0%	-5%	1.6	4.1	4.4	-1.3%	i	-8	i	-14	707
O=[N+]([O-])c1ccc(N2CCCCC2)s1	0.42	1164	0.1	-0.27	-0.033	0.24	15%	59%	2.8	1.5	3.0	-0.1%	i	3	>100µM*	23	719
COCCNC(=O)COC(=O)c1cc(-c2ccc(OC)cc2)nc2ccccc12	0.66	1135	-0.64	-0.35	-0.32	0.82	8%	-3%	8.6	1.1	9.5	-1.9%	i	7	i	2	665
O=C(Nc1ccc(-c2cn3ccsc3n2)cc1)c1ccc(F)c(S(=O)(=O)N2CCOCC2)c1	0.72	1968	0.44	-0.21	0.38	-0.3	11%	-2%	5.2	3.7	3.9	-1.6%	i	-17	i	2	657
O=C(c1ccc(Sc2ccc(F)cc2)c([N+](=O)[O-])c1)N1CCOCC1	-0.48	1317	-0.92	0.1	-0.69	0.43	8%	7%	2.2	2.2	8.7	-0.8%	i	13	i	11	743
COc1cc(NS(=O)(=O)c2ccc(NC(=O)CN3C(=O)c4ccccc4C3=O)cc2)ncn1	-0.09	1313	0.37	-0.28	0.068	-0.63	16%	18%	3.7	2.6	8.1	2.9%	i	3	i	1	726
COc1cccc(/C=N/n2c(-c3ccco3)nc3ccccc3c2=O)c1	·	·	-0.11	-0.3	-0.81	0.8	7%	-4%	1.6	1.7	6.4	-1.7%	i	7	i	-4	750
CCOc1ccc(CN2CCN(Cc3cc4c(cc3Cl)OCO4)CC2CCO)cc1 (centres undefined)	-0.03	1097	-0.33	-0.28	-0.14	-0.26	7%	19%	·	·	·	·	·	·	i	-8	701
CCCCCC(=O)NNC(=O)Nc1ccccc1	0.98	1542	0.32	-0.17	0.16	-0.2	4%	2%	2.2	2.6	4.5	-1.0%	i	6	i	7	578
CC(=O)N/C(=C\c1ccc(F)cc1)C(=O)NC(C(=O)O)C(C)C (centres undefined)	0.87	1585	0.43	-0.34	0.62	0.19	3%	-2%	7.2	1.9	3.6	-0.3%	i	26	i	4	686
Brc1cnc(N2CCCC2)nc1N1CCCCC1	2.3	900	-0.2	-0.23	0.015	0.49	-1%	17%	3.6	3.7	8.2	-1.5%	i	5	i	·	·
CSc1nc(-c2ccccc2)cc(C)c1C#N	0.1	1398	2.3	-0.0011	2.2	-1.9	11%	-8%	3.1	1.7	10	-0.5%	i	6	i	0	691
O=C(Nc1nccs1)C1CCN(S(=O)(=O)c2ccc3c(c2)OCCCO3)CC1	1.5	1075	1.1	0.013	0.88	-0.36	12%	-7%	5.2	1.6	3.2	-0.7%	i	-6	i	·	·
Cc1ccc(CNC(=O)CCc2ccccc2)cc1	-0.25	1392	0.092	-0.35	0.31	0.51	4%	-10%	2.2	2.0	5.8	-1.7%	i	10	i	-3	675
CC(=O)c1ccc(NCC2COc3ccccc3O2)c([N+](=O)[O-])c1 (centres undefined)	-1.5	1096	0.23	-0.33	-0.062	0.07	-3%	1%	1.9	0.3	2.4	-1.2%	i	14	i	-20	675
COc1ccc(S(=O)(=O)Cc2ccc(C(=O)N3CCCC3)o2)cc1	0.68	834	-0.69	-0.27	-0.41	0.5	6%	6%	3.9	2.8	6.0	-1.7%	i	0	i	·	·
CCCCCCC(=O)Nc1cc2c(C)cc(=O)oc2cc1C	0.16	1827	-1.1	-0.2	-0.4	-0.11	-2%	-1%	2.8	1.1	0.5	-2.3%	i	-2	i	-7	637
CCCCCCNC(=O)CCNS(=O)(=O)c1ccc(C)cc1	1.3	1156	-0.67	-0.34	-0.35	1.4	8%	7%	3.8	2.1	6.8	0.5%	i	-2	i	12	705

Full records, quoted from the list. Screens in order: Ins promoter up, Ins promoter up cell count, Dynein transport, Dynein transport cytoplasmic EGFP, Dynein transport nuclear GR-EGFP, Dynein transport cell count, M1AAP inhibition, M17LAP inhibition, MT stabilize HCS, MT stabilize HCS Hoechst-high %, MT stabilize HCS cytotoxicity %, ER stress rescue, Autophagy mod, Autophagy mod cell loss 18 h, Yfh1-off respiration, Lipid droplet, Lipid droplet cells 6.5 µM
COC(CN1CCc2c(C)nc3c(C#N)cnn3c21)OC across the screens: -0.76, 1365, 0.78, -0.36, 0.68, -0.12, 6%, -10%, 2.9, 2.8, 5.9, -0.4%, i, 37, i, 15, 692
CSc1nc(-c2ccccc2)cc(C)c1C#N across the screens: 0.1, 1398, 2.3, -0.0011, 2.2, -1.9, 11%, -8%, 3.1, 1.7, 10, -0.5%, i, 6, i, 0, 691
COc1nccnc1NS(=O)(=O)c1ccc(N=Cc2c(C)[nH]n(-c3ccccc3)c2=O)cc1 across the screens: 0.27, 1290, -0.13, -0.26, 0.046, -0.26, 14%, 35µM*, 2.6, 2.2, 2.4, -2.3%, i, 7, i, 2, 635

Further compounds:
SMILES	Ins promoter up	Ins promoter up cell count	Dynein transport	Dynein transport cytoplasmic EGFP	Dynein transport nuclear GR-EGFP	Dynein transport cell count	M1AAP inhibition	M17LAP inhibition	MT stabilize HCS	MT stabilize HCS Hoechst-high %	MT stabilize HCS cytotoxicity %	ER stress rescue	Autophagy mod	Autophagy mod cell loss 18 h	Yfh1-off respiration	Lipid droplet	Lipid droplet cells 6.5 µM
CN(C)CCNc1ncnc2c1sc1nc(N3CCOCC3)c3c(c12)CC(C)(C)SC3	0.05	1462	0.93	0.048	1.6	-2.4	15%	13%	4.3	2.6	8.5	-1.7%	i	-20	i	·	·
Clc1ccc(-c2cc(COc3ccccc3)on2)cc1	1.4	1150	1.2	-0.19	0.5	0.31	-5%	0%	3.1	2.0	3.4	·	i	3	i	5	718
CC(C)C[C@H](NC(=O)NCc1ccc(Cl)cc1)C(=O)O	0.3	1086	-1.3	-0.2	-0.53	0.42	5%	24%	4.5	3.4	4.5	-2.1%	i	9	i	·	·
CC1CN(C(=O)COC(=O)c2nn(-c3ccccc3)c(=O)c3ccccc23)CC(C)O1 (centres undefined)	-0.14	1321	-0.72	-0.28	-0.25	0.52	4%	25%	1.6	2.6	4.8	-0.6%	i	4	i	-22	652
N#Cc1ccc(Cl)cc1NC(=O)COC(=O)[C@H](CCC(N)=O)NC(=O)c1ccc(F)cc1	0.48	1126	-0.33	-0.26	0.71	-0.034	10%	-2%	3.5	1.7	6.0	-1.8%	i	10	i	25	802
CCCCN1C(C)=CC(=C2C(=O)c3ccccc3C2=O)C=C1C	1.7	1070	-0.33	0.95	0.23	0.63	7%	3%	3.1	3.2	9.8	0.8%	i	-1	i	3	710
COc1ccc(CN2CCCCC2c2cccnc2)c(OC)c1C (centres undefined)	-0.5	1180	0.54	-0.43	0.2	0.054	·	·	3.1	1.9	5.8	-0.6%	i	-5	i	·	·
COc1ccc([N+](=O)[O-])cc1NC(=O)C(C)OC(=O)C1c2ccccc2Oc2ccccc21 (centres undefined)	-1.3	1345	0.2	-0.3	-0.19	-0.048	7%	0%	3.1	2.8	3.3	-1.6%	i	-13	i	-3	621
O=C1NC2(CCCCC2)C(=O)N1CCS(=O)(=O)Oc1ccccc1	·	·	-0.69	-0.0034	-0.51	0.23	3%	2%	1.5	1.1	12	-0.5%	i	1	i	2	753
CC(C)N1CCN(Cc2cccs2)CC1CCO (centres undefined)	-1.5	1376	2.5	-0.15	1.1	-1.3	2%	1%	3.6	1.2	3.5	1.3%	i	-18	i	13	730
O=C(NC1CCCc2ccccc21)C1CCN(S(=O)(=O)c2cccc(C(F)(F)F)c2)CC1 (centres undefined)	0.04	1268	0.13	-0.25	0.31	0.51	14%	7%	2.6	2.1	21	-2.1%	i	-2	i	-11	628
Cc1cc(NC(=O)COc2ccc(Cl)cc2Cl)n(CCC#N)n1	-0.74	1253	-0.4	0.081	-0.22	0.4	5%	-14%	1.8	1.9	9.1	1.1%	i	-5	i	·	·
